S3 lipid droplet = qHTS Assay for Lipid Storage Modulators in Drosophila S3 Cells. lipid storage change, negative = inhibition, % at the top dose, mostly 46.1 µM; hits show Potency in µM. Drosophila S3 cells, BODIPY lipid droplet fluorescence, 18-24 h; cells fed with added oleic acid. 320,000 tested, 0.64% active; active means well fitted inhibition curve with a large enough effect in the signal ratio, with a control signal flat, not every such curve was filed as active; inconclusive means small, poorly fitted or top-dose-only effect, or effect the other way, or a change in a side signal; the % refers to the signal ratio
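Drosophila S3 cells loaded with oleic acid (400 uM, as added) and compounds at several concentrations; lipid droplets imaged by 488-nm laser-scanning cytometry, 500–530 nm intensity and object ratio to cell channel. Percent activity normalized to 20 uM Triacsin C.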
S3 lipid droplet cell count max = second read-out of S3 lipid droplet, no call of its own (marks repeat the call); cell number change, %; measured here: cell count max response;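 cells counted by Cell Tracker Red CMTPX staining in the red channel; peak over a dose series mostly up to 46.1 µM; percent activity relative to internal control wells on each plate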
The depositor's hits bear a star; i = inactive; ? = inconclusive; · = no result given. On the % scale 0 is the no-effect control and ±100 the full control effect; potency means the concentration at half of the fitted maximal effect. Only part of the results is shown. The share of hits here may be higher or lower than overall.

compound | S3 lipid droplet cell count max | S3 lipid droplet
CC(=O)Nc1ccc(S(=O)(=O)N2CCN(CC(=O)NC3CCCC3)CC2)cc1 | 7.8 | 8.4%
CCOc1ccccc1OCCCOc1ccc([N+](=O)[O-])cc1Cl | · | ?
CS(=O)(=O)Nc1ccc2c(c1)nc1n2CCOC1 | -1.0 | 6.6%
Cc1cccc(N2CCN(C(=O)c3cc(S(=O)(=O)N4CCOCC4)cn3C)CC2C)c1 (stereo not given) | · | ?
O=C(Nc1ccc(Cl)cc1)Nc1ccc(N2CCOCC2)cc1 | 2.0 | 20.3%
COc1cc(C(=O)NNC2=CC(=O)CC(C)(C)C2)cc(OC)c1OC | -0.2 | -1.3%
CCCCN(C(=S)SC)C1CCS(=O)(=O)C1 (stereo not given) | -7.2 | -12.0%
Cc1ccc(S(=O)(=O)N(C)C)cc1NC(=O)COC(=O)CSc1ccccc1 | · | ?
COc1ccc(C2CC(c3ccccc3)=NN2C(=S)Nc2ccccc2)cc1 (stereo not given) | · | ?
O=C(NCc1ccc2c(c1)OCO2)c1ccc(CN2CCc3ccccc3C2)cc1 | · | ?
O=C(NCc1ccccc1)C(c1ccncc1)N(C(=O)c1ccccn1)c1ccccc1 (stereo not given) | 13.2 | 28.5%
O=C(C1CC12CCCC2)N1CCC(CO)(Cc2ccccc2Cl)CC1 (stereo not given) | 15.9 | -5.3%
CCn1cc(/C=C(\NC(=O)c2ccc(OC)c(OC)c2)C(=O)N2CCOCC2)c2ccccc21 | · | i
CCn1c(COc2cc(C)cc(C)c2)nnc1SCC(=O)N1CCN(c2ccccc2)CC1 | 11.7 | 4.0%
O=S(=O)(c1cccs1)N1CCN(c2ccccc2)CC1 | · | ?
C=CCn1c(SC(F)F)nc2scc(-c3ccco3)c2c1=O | 0.5* | 0.058µM*
Cc1occc1C(=O)NNC(=O)c1ccc(F)cc1 | -15.6 | -9.5%
COCCCn1c(=N)c(C(=O)NCC2CCCO2)cc2c(=O)n3cccc(C)c3nc21 (stereo not given) | -13.4 | 0.1%
CC(=C\c1ccccc1)/C=C1/SC(=S)N(CCC(=O)O)C1=O | 5.9 | -4.2%
O=C(Nc1ccc(N2CCOCC2)c(Cl)c1)c1cc2ccccc2o1 | 0.1 | -22.8%

Part of the list above, as labelled records:
O=C(NCc1ccccc1)C(c1ccncc1)N(C(=O)c1ccccn1)c1ccccc1 (stereo not given)
  S3 lipid droplet cell count max: 13.2; S3 lipid droplet: 28.5%

O=C(Nc1ccc(N2CCOCC2)c(Cl)c1)c1cc2ccccc2o1
  S3 lipid droplet cell count max: 0.1; S3 lipid droplet: -22.8%

Returning to the listing, repeating the 6 entries before the break.
compound | S3 lipid droplet cell count max | S3 lipid droplet
O=S(=O)(c1cccs1)N1CCN(c2ccccc2)CC1 | · | ?
C=CCn1c(SC(F)F)nc2scc(-c3ccco3)c2c1=O | 0.5* | 0.058µM*
Cc1occc1C(=O)NNC(=O)c1ccc(F)cc1 | -15.6 | -9.5%
COCCCn1c(=N)c(C(=O)NCC2CCCO2)cc2c(=O)n3cccc(C)c3nc21 (stereo not given) | -13.4 | 0.1%
CC(=C\c1ccccc1)/C=C1/SC(=S)N(CCC(=O)O)C1=O | 5.9 | -4.2%
O=C(Nc1ccc(N2CCOCC2)c(Cl)c1)c1cc2ccccc2o1 | 0.1 | -22.8%
CN(C)S(=O)(=O)c1cccc(NC(=S)N/N=C/C(=O)c2ccccc2)c1 | 4.1 | -5.7%
CC1(c2ccccc2)NC(=O)N(CCN2C(=O)c3ccccc3C2=O)C1=O (stereo not given) | · | ?
CCOC(=O)COn1c(=O)c(-c2ccc(F)cc2)[n+]([O-])c2ccccc21 | 15.5 | i
O=C(Nc1ccc(F)cc1F)N1CCCC(c2nc(-c3ccc(F)cc3)no2)C1 (stereo not given) | 16.1 | -2.9%
Cn1c(Cc2ccccc2)nnc1SCC(=O)Nc1ccccc1N1CCOCC1 | · | ?
Cn1cccc1CC(=O)NNC(=S)NC(=O)c1ccccc1Br | · | ?
OC1(Cc2cc(-c3ccccc3)no2)CCN(CCCc2ccccc2)CC1 | · | ?
Cc1cccc(Nc2nc(OCC#N)nc(N(C)C)n2)c1 | · | ?
O=C1COc2ccc(C(=O)COC(=O)/C=C/c3ccc(Br)o3)cc2N1 | · | ?
COc1ccc(CN(C(=O)COc2ccc(C)c(C)c2)C2CCS(=O)(=O)C2)cc1OC (stereo not given) | 13.3 | -2.7%
OCCN(Cc1ccccc1)CC(O)COc1ccc(-c2ccccc2)cc1 (stereo not given) | · | ?
CC(c1ccccc1)n1c(CO)nc2ccccc21 (stereo not given) | -4.1 | 3.7%
Cc1cc(NC(=O)c2cccnc2)ccc1NC(=O)c1cc2ccccc2o1 | · | ?
COC(=O)CSc1nc2c(c(-c3ccco3)c1C#N)CCCC2 | · | ?
C=CCn1c(SCC(=O)Nc2ccccc2C)nnc1-c1ccncc1 | · | i
CC(CCc1ccccc1)NC(=O)C(=O)NCCc1ccccc1 (stereo not given) | · | ?
COC(=O)Nc1nnc(COc2cccc(C)c2)s1 | -10.6 | 2.0%
CCc1ccc(NC(=O)CCS(=O)(=O)c2ccc(Cl)cc2)cc1 | · | i
CCOC(=O)C1=C(C)OC(N)=C(C#N)C1c1cc2c(cc1[N+](=O)[O-])OCO2 (stereo not given) | -1.6 | 0.2%
O=C(N/N=C/c1ccc(OCc2ccccc2)cc1)c1ccco1 | -2.3 | -1.0%
COc1cc(C(CCN2CCCC(C)C2)c2c(OC)cc(OC)c3c(-c4ccccc4)cc(=O)oc23)cc(OC)c1OC (stereo not given) | -0.5 | 17.9%
CCN(CC(=O)Nc1c(F)cccc1F)C(=O)COc1ccc2c(C)cc(=O)oc2c1 | · | ?
Cn1c(=O)c2ccccc2n(Cc2ccccc2F)c1=O | · | ?
O=C(COC(=O)C1CCN(/C=C/C(=O)C(F)(F)F)CC1)Nc1cccc(F)c1 | -8.3 | -4.5%
CC(C)n1c(/C=C/[C@@H](O)C[C@@H](O)CC(=O)O)c(-c2ccc(F)cc2)c2ccccc21 | · | ?
CCOc1ccc(N/C(=N/c2nc(C)cc(C)n2)NC(=O)CC)cc1 | 7.3 | -1.4%
CCCCN(C)CCNC(=O)c1nn(-c2ccc(OC)cc2)c(=O)c2c1c1ccccc1n2C | · | ?
O=S(=O)(c1ccccc1)N1CCN(C(=S)Nc2ccccc2Cl)CC1 | · | ?
CSc1nnc(-c2cccs2)n1C | 0.8 | -1.1%
CSc1nsc(SCC(=O)Nc2nc3ccc(C)cc3s2)n1 | · | ?
COc1ccc(CCN2C(=O)CSC2=S)cc1OC | -6.6 | 11.8%
Cc1cccnc1Nc1ncnc(N)c1[N+](=O)[O-] | · | ?
CCC(C)n1c(SCC(=O)NCCc2ccc(S(N)(=O)=O)cc2)nc2ccsc2c1=O (stereo not given) | · | ?
Cc1nn(C(=O)Cn2cc([N+](=O)[O-])cn2)c(C)c1Cl | · | ?
OCCNc1ncnc2c1c(-c1ccccc1)c(-c1ccccc1)n2Cc1ccco1 | · | ?
Cc1cccc(N(C)C(=O)C2CCCN2S(=O)(=O)c2cccc3nsnc23)c1 (stereo not given) | · | ?
O=C(CN1C(=O)/C(=C/c2ccc(F)cc2)SC1=S)NC1C=CS(=O)(=O)C1 (stereo not given) | · | ?
COc1ccccc1N1CCN(CCCCN2C(=O)C3CCCCN3C2=O)CC1 (stereo not given) | · | ?
CN(C)c1ccc(-c2nnc(-c3ccc(S(=O)(=O)C(F)F)cc3)o2)cc1 | · | ?
CCC(CO)Nc1ncnc2c1cnn2-c1ccc(Cl)cc1 (stereo not given) | · | ?
Cc1cccc(N2CCN(C(=O)c3ccc4c(c3)OCCO4)CC2)c1C | · | ?
O=C(NN=C1CCCCC1)c1ccccc1-n1cccc1 | · | ?
CCCCCCOc1ccc(NC(=O)CC2C(=O)N(CC)C(=S)N2Cc2ccco2)cc1 (stereo not given) | · | ?
CCOCCCNC(=O)c1ccccc1SCC | -5.7 | -5.5%
C/C(=N/NC(=O)c1cc(O)c(O)c(O)c1)c1ccc([N+](=O)[O-])cc1 | · | ?
Cn1c(CN(O)S(=O)(=O)c2ccc(Cl)cc2)nnc1C(F)(F)F | -2.9 | -0.4%
COc1ccc2c(c1)-c1nc(NC(=O)c3ccco3)sc1CC2 | · | 0.6%
O=C(C(c1ccccc1)N1CCOCC1)N1CCOCC1 (stereo not given) | -2.2 | 8.2%
CCOC(=O)c1sc(-c2ccccn2)nc1C | · | ?
COC(=O)c1cc(NS(=O)(=O)c2ccc(NC(C)=O)cc2)ccc1Cl | · | ?
CC(=O)c1c(N2CCCCC2)nc(=O)n(-c2ccccc2)c1C | 22.7 | 23.7%
CC(C)(C)C(=O)Nc1ccccc1C(=O)Nc1cc(Cl)ccc1Cl | -3.2 | 11.1%
NC(=O)NC(=O)COC(=O)c1cccc(S(=O)(=O)N2CCCCCC2)c1 | 0.1 | -10.1%
Cc1nc2cc(-c3ccccc3)nn2c(N)c1-c1ccccc1 | · | ?
CCN(CC)CCNC(=S)N1CCn2c(nc3ccccc32)C1 | · | ?
CCOc1ccccc1OCC(=O)Nc1nnc(COC)s1 | 0.7 | 4.6%
Nc1cc(N)nc(SCC(=O)Nc2ccccc2N2CCOCC2)n1 | · | ?
Cc1cccc(/C=N\NC(=O)c2ccccc2-n2cccc2)c1 | · | ?
CC(C)CN(CCCNC(=O)CN1C(=O)COc2ccc(S(=O)(=O)N3CCCC3)cc21)CC(C)C | -6.5 | -6.0%
Cc1ccc(NC(=O)[C@@]2(CC(=O)O)CC(/C=C/c3ccccc3)=NO2)c(C)c1 | 19.4 | i

Additional records:
compound | S3 lipid droplet cell count max | S3 lipid droplet
CN1CCN(C(=O)C2CC(=O)N(c3ccc(Cl)cc3)C2)CC1 (stereo not given) | · | ?
Cc1c(-n2c(-c3ccccc3Cl)n[nH]c2=S)c(=O)n(-c2ccccc2)n1C | · | ?
CCCCCN(C(=O)CCC(=O)OCc1cccc(Br)c1)c1c(N)n(CCCC)c(=O)[nH]c1=O | 5.0 | 20.2%
Cc1ccccc1C(=O)N1CCC(C(=O)Nc2ccc3c(c2)OCCO3)CC1 | · | ?
COC(=O)NC(NS(=O)(=O)c1ccccc1)(C(=O)OC)C(F)(F)F (stereo not given) | -11.8 | -4.2%
CCOC(=O)CCCCC(=O)c1[nH]c(=O)[nH]c1CSc1nc(-c2ccccc2)c(C#N)c(=O)[nH]1 | · | ?
COc1ccc(NC(=O)C2CCC(C)(C(=O)O)C2(C)C)cc1 (stereo not given) | · | ?
O=C(Nc1cccnc1Cl)c1cc([N+](=O)[O-])ccc1Cl | -7.1 | -11.2%
CCOC(=O)C1/C(=N\O)CC(C)(O)C(C(=O)OCC)C1c1ccc(OC)c(OC)c1 (stereo not given) | · | ?
CCCc1nnc(SCC(=O)Nc2ccc(OC)cc2)o1 | · | ?
COc1ccc(C2=NCCc3cc(OC)c(OC)cc32)cc1 | · | ?
Cc1cccc(C(=O)Nc2ccccc2SCC2CSc3nc4ccccc4c(=O)n32)c1 (stereo not given) | · | i
CCS(=O)(=O)N1CCN(c2ccc([N+](=O)[O-])c(N3CCOCC3)c2)CC1 | · | ?
Cc1cc(S(=O)(=O)NCCCN2CCOCC2)ccc1Br | · | ?
O=C(NC1CC2CCCC(C1)N2C(=S)Nc1ccccc1)C1CC1 (stereo not given) | 25.8 | 23.7%
Cc1c(Cl)c([N+](=O)[O-])nn1CCCC(=O)NCCc1ccccc1 | · | i
COC(=O)C1=C(C)NC(=O)C1(Nc1nccs1)C(F)(F)F (stereo not given) | · | ?
CC1CCCC(NC(=O)CNCc2ccccc2F)C1C (stereo not given) | · | ?
Cc1ccc(NC(=O)C2OCCc3ccccc32)cc1C (stereo not given) | 1.1 | 27.0%
N#Cc1ccc(Sc2nc3ccccc3[nH]2)cc1C#N | -19.9 | 16.9%
COc1ccc(/C=c2\sc3nc(=O)c(C)nn3c2=O)c(OC)c1 | · | ?
O=C(O)c1cn[nH]c1-c1cccc([N+](=O)[O-])c1 | 0.7 | -0.5%
O=C(CN1C(=O)NC2(CCCC2)C1=O)Nc1ccccc1F | -18.0 | i
Cc1cc2ccccc2n1CCNC(=O)c1ccc(Br)o1 | -16.8 | -15.9%
COc1ccc(CNC(=O)c2cc(C)nn2-c2ccccc2)cc1 | 5.8 | 11.5%
CCOc1cccc(NC(=O)CC#N)c1 | -8.5 | i
CCCc1cc(C(=O)N2CCCC(Cc3cccc(Cl)c3)(C(=O)OCC)C2)n(C)n1 (stereo not given) | -12.2 | -2.4%
Cc1ccc(OCCOc2cccc3ccc(C)nc23)c([N+](=O)[O-])c1 | · | ?
Cc1ccc(N/C=C2\C(=O)C3(C)CCC2C3(C)C)cc1C (stereo not given) | · | ?
Cc1ccc(C(=O)N/N=C/c2cc(C)n(-c3ccc(Br)cc3)c2C)cc1[N+](=O)[O-] | -20.4 | 25.3%
CC1(C)CC(=O)C2=C(C1)NC1=C(C(=O)c3ccccc31)C2c1cccnc1 (stereo not given) | · | ?
COc1ccccc1NNC(=O)C(O)(c1ccccc1)c1ccccc1 | · | ?
Cc1c(CC(=O)O)c(=O)oc2c(C)c(OCc3ccccc3Br)ccc12 | 6.2 | 11.2%
CCS(=O)(=O)N1CCN(Cc2nc3ccccc3c(=O)[nH]2)CC1 | · | ?
Cc1cc(C)cc(C(=O)NC(=S)Nc2ccc3[nH]c(=O)[nH]c3c2)c1 | · | ?

Screens from PubChem BioAssay.
